Thrombin inh – human alpha-thrombin inhibitors, primary screen, counter-screen for coagulation protease inhibitor project, biochemical, 1536-well, fluorogenic AMC substrate; Boc-VPR-AMC fluorogenic substrate cleavage; inhibition, % at 5 µM; 0.26% of 220,000 active;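 active means inhibition at or above 40%; inactive means inhibition below 40%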;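 further: 0% = enzyme with no compound and 100% = wells without enzyme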
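Material: human alpha-thrombin protein; Also added: Boc-VPR-AMC substrate, 15 µM final; Timing: enzyme reaction carried out at room temperature; Signal: fluorescence, ex 355 nm, em 460 nm; Measure: % inhibition of thrombin; Controls: enzyme without compound as high, wells lacking enzyme as low.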
FXIIa inh – human FXIIa protease inhibitors, primary screen, biochemical, 1536-well. Coagulation factor XII (Homo sapiens), P00748. purified FXIIa, Boc-QGR-AMC fluorogenic substrate, 2 h. inhibition, % at 5 µM. 0.3% of 220,000 active; in the data active means inhibition above about 40%;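 further: 0% = enzyme with no compound and 100% = blank without enzyme; many of its hits are not listed in these tables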
Cl transport mod – KCC2 cotransporter modulators, thallium flux, primary screen, cell-based, HEK293 KCC2, FluoZin-2 fluorescence, MLSMR; KCC2 cells, thallium flux FluoZin-2 fluorescence; 2.2% of 190,000 active; B-score of Tl+ flux slope (higher = more flux/activation; lower = inhibition) at 10 µM; Solute carrier family 12 member 5 (Homo sapiens), Q9H2X9; AID 1456, 2008;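 active means thallium flux slope and its plate-corrected score both differing from the plate sample mean at a set confidence after two filtering rounds, in either direction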;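 further: slope of fluorescence scaled to starting intensity during 10 to 20 s after thallium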
Target sequence (Q9H2X9 whole entry, looked up): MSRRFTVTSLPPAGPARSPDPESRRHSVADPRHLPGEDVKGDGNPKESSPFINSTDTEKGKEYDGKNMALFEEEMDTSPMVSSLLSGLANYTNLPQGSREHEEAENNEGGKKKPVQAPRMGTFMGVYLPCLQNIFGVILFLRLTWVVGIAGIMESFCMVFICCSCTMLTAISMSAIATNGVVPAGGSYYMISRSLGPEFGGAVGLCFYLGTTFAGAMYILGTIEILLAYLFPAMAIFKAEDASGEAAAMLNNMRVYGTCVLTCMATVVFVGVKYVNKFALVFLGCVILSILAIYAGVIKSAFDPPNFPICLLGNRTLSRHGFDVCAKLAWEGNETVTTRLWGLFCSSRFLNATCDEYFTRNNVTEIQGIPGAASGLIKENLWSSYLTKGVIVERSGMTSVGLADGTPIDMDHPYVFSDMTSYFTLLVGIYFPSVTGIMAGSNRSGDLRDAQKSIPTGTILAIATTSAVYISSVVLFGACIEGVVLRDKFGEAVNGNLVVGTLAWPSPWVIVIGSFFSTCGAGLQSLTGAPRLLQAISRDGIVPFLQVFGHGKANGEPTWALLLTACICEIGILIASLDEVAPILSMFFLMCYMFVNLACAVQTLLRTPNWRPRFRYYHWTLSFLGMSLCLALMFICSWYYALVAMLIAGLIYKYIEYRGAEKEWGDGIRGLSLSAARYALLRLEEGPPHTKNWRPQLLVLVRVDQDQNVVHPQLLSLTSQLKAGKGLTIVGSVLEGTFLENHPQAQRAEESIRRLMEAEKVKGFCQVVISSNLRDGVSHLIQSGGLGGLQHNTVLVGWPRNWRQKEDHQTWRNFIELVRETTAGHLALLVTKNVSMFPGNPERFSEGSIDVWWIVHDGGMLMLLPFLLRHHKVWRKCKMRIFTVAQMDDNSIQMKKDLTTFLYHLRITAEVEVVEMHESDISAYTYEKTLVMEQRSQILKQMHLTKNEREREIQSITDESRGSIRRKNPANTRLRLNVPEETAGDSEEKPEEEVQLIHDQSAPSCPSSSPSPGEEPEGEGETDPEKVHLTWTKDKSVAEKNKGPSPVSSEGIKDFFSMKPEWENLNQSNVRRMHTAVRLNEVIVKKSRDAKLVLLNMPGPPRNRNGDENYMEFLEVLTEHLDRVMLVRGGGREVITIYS
Hck Nef HTS – inhibitors of Nef-activated human Hck kinase, primary screen, biochemical, Z-Lyte FRET, 384-well, Hck-YEEI. Tyrosine-protein kinase HCK (Homo sapiens), P08631. Recombinant Hck-YEEI plus Nef, Z-Lyte FRET kinase assay. inhibition, % at 20 µM. 0.68% of 220,000 active. AID 463187, 2010;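 active means Hck-Nef kinase inhibition above about 50%, limit read from the data; inactive means inhibition below that limit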;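 further: 0% = DMSO with Hck plus Nef and 100% = Hck alone without Nef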
L929 necroptosis – inhibitors of zVAD-triggered necroptosis, primary screen, L929 cells; L929 zVAD necroptosis rescue, ATP luminescence, 24 h; with zVAD 60 µM; 0.38% of 220,000 active; viability rescue, % at 10 µM;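 active means activation, scaled between plate controls, above about 75%, limit read from the data; inactive means activation under that limit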;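 further: 0% = zVAD with DMSO and 100% = DMSO alone without zVAD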
FXIa inh 1536 – human FXIa protease inhibitors, primary screen, biochemical, 1536-well | AID 798, 2007 | 0.14% of 220,000 active | Coagulation factor XI (Homo sapiens), P03951 | purified FXIa, Boc-Glu-Ala-Arg-AMC fluorogenic substrate | inhibition, % at 5 µM;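 active means inhibition of at least 40%; inactive means inhibition below 40%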;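 further: fluorescence of freed AMC excited at 355 nm; 0% = enzyme without compound and 100% = no enzyme blank; many of its hits are not listed in these tables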
Rad51 HR inh – human RAD51 strand exchange inhibitors, primary screen, biochemical, fluorescence; hRad51 DNA strand exchange, fluorescence dequenching; inhibition, % at 10 µM; 0.085% of 200,000 active;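 active means inhibition above 40% at the single screening dose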;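 further: 0% = DMSO control wells and 100% = blanks with heterologous ssDNA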
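Read-out basis: percent inhibition relative to plate controls and blanks / Assay system: human Rad51 nucleoprotein filaments preassembled on unlabelled ssDNA / Timing: filaments 15 min 37 °C, then compound 30 min / Control set: per-plate controls and blanks / Technique: fluorescence dequenching at 485/520 nm / Compound: 10 µM final, single point / Also added: Fluorescein- and BHQ1-tagged 47-mer duplex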
KLK5 inh – human KLK5 protease inhibitors, primary screen, biochemical, 1536-well. Kallikrein-5 (Homo sapiens), Q9Y337. inhibition, % at 5 µM. recombinant hK5, fluorogenic AMC substrate cleavage. 0.59% of 210,000 active;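 active means inhibition of 40% or more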;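 further: 0% = enzyme controls without compound and 100% = no-enzyme blanks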
TNF necrop inh – inhibitors of TNF-alpha triggered necroptosis, primary screen, cell-based, Jurkat FADD-/-, single concentration. Jurkat FADD-/- TNF necroptosis rescue, ATP luminescence, 24 h; 0 = TNF only, 100 = no-TNF cells. activation (protection from cell death), % at 10 µM. 0.068% of 220,000 active. AID 463075, 2010;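 active means activation, meaning protection from cell death, of at least 50% relative to plate controls; inactive means activation below 50%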;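 further: necroptosis triggered by 40 ng/mL TNF-alpha added together with compound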
An asterisk follows results filed as active; / = no result given.

| entry | canonical_smiles | TNF necrop inh | Thrombin inh | Rad51 HR inh | KLK5 inh | Cl transport mod | FXIa inh 1536 | L929 necroptosis | Hck Nef HTS | FXIIa inh |
| --- | --- | --- | --- | --- | --- | --- | --- | --- | --- | --- |
| 1 | O=C(Nc1ccc2c(c1)OCCO2)c1coc2ccccc2c1=O | -8.7 | -4.4 | -42.8 | -11.3 | -0.093 | 8.5 | -0.6 | 3.6 | 6.3 |
| 2 | CCCCOC(=O)c1ccc(NC(=O)C2CCCO2)cc1 (stereo not drawn) | 0.1 | -0.2 | -9.1 | -13.1 | 0.188 | 4.8 | 0.5 | -4.1 | 12.8 |
| 3 | C(=N\Nc1nc2ccccc2[nH]1)/c1cccs1 | 12.0 | 3.4 | 4.0 | -9.0 | -0.91 | 2.3 | 25.6 | 2.0 | 9.3 |
| 4 | C=CCC1Cc2c(cccc2[N+](=O)[O-])C(CC=C)N1 (stereo not drawn) | -0.1 | -9.9 | 7.9 | -4.0 | / | -7.6 | -0.5 | 16.8 | 4.2 |
| 5 | COc1cccc(N2CCN(C(=O)c3cccnc3)CC2)c1 | -1.7 | -3.2 | -3.7 | -9.3 | -0.275 | 1.8 | 1.4 | -2.1 | 4.7 |
| 6 | O=C(NN1C(=O)/C(=C/c2cccs2)SC1=S)c1ccncc1 | 0.0 | -7.3 | / | 0.4 | -1.71 | 1.0 | -0.2 | 22.4 | 5.4 |
| 7 | O=C(NC1=NCCS1)c1cccc2ccccc12 | 0.6 | -2.2 | -43.0 | -13.1 | -0.21 | -7.2 | 1.1 | 19.2 | -2.7 |
| 8 | CC(NC(=O)C(=O)NN=C1CCCCCC1)c1ccccc1 (stereo not drawn) | -0.6 | -2.2 | -10.6 | -7.8 | 0.0307 | -10.1 | 0.9 | 1.8 | -2.2 |
| 9 | Cc1ccccc1NC(=O)CSc1nnc(-c2ccccc2)n1-c1ccccc1 | -0.6 | -4.2 | -0.6 | 1.0 | -0.247 | -7.6 | 1.0 | 7.1 | 4.5 |
| 10 | CCO/C=C/C(=O)N(C)CCC#N | -2.4 | 0.4 | -12.2 | -11.5 | / | 7.9 | 0.2 | 2.1 | 18.1 |
| 11 | COc1ccc(C(=O)Nc2nc3ccccc3s2)cc1OC | 4.8 | -8.0 | -40.9 | -5.1 | -0.0564 | 0.7 | 2.0 | 29.3 | 11.5 |
| 12 | CC1(C)Cc2c(c(-c3ccccc3)nc(N3CCCC3)c2C(N)=O)CO1 | 1.6 | 10.3 | 1.2 | 3.4 | 1.04 | 1.2 | 7.2 | -1.5 | 13.9 |
| 13 | Cc1ccc(OCC(=O)N/N=C/c2ccco2)cc1 | 0.1 | -4.1 | 3.3 | 1.4 | 0.0986 | 0.2 | -0.6 | -0.3 | 7.0 |
| 14 | O=C(c1ccccc1)c1cc(Cl)ccc1N1C(=O)C=CC1=O | -0.9 | -4.9 | 5.1 | 0.2 | -1.67 | 4.8 | -0.3 | -7.0 | 5.7 |
| 15 | O=C(O)CC(NC(=O)C(F)(F)F)c1ccc2c(c1)OCO2 (stereo not drawn) | 0.2 | 6.5 | 0.8 | -8.6 | -0.92 | -3.9 | 0.8 | 2.1 | 3.0 |
| 16 | CNC(=O)/C(C#N)=C/c1c(N(Cc2ccccc2)Cc2ccccc2)nc2c(C)cccn2c1=O | -4.3 | 24.6 | 0.8 | 49.5* | -1.22 | 9.6 | -0.4 | -0.8 | 24.3 |
| 17 | O=C1Nc2ccc(Cl)cc2C12Nc1ccccc1-c1nnc(SCc3ccccc3F)nc1O2 (stereo not drawn) | -6.5 | 3.6 | -21.0 | -3.9 | -1.61 | 8.7 | 0.3 | -0.9 | 12.7 |
| 18 | COC(=O)/C=C1\S/C(=N\N=C\CC(=O)OC)NC1=O | 1.7 | -4.1 | -13.8 | 1.8 | 0.353 | 1.4 | 0.9 | 0.2 | 4.5 |
| 19 | O=c1oc2ccccc2c(Nc2ccccc2)c1CN1CCCCC1 | 5.2 | -1.5 | -0.6 | 3.9 | -0.0816 | 1.4 | -0.5 | 21.7 | 3.4 |
| 20 | CCOc1ccc2c(c1)nc(SCC(=O)c1cccs1)n2C | -1.0 | 3.7 | / | -16.1 | -0.598 | 2.0 | -0.2 | 0.8 | 8.9 |
| 21 | CCOC(=O)N1CCN(C(=O)Nc2ccc3nc(-c4ccccn4)c(-c4ccccn4)nc3c2)CC1 | 0.1 | -3.0 | 6.2 | -36.8 | 0.0448 | -8.9 | 1.8 | -11.0 | -0.3 |
| 22 | COc1cccc(CNc2ccc3c(c2)CCC3)c1 | -1.5 | -4.3 | -6.1 | -0.1 | -0.926 | -4.3 | 0.6 | 0.6 | 10.4 |
| 23 | COc1ccc(S(=O)(=O)NC(C)C)cc1C(=O)N1CCOCC1 | 0.8 | -7.9 | 9.7 | 0.7 | 1.46 | -1.6 | 5.8 | 11.6 | 6.9 |
| 24 | CCOC(=O)N1CCN(C(=O)C2CCN(S(=O)(=O)c3ccc(Cl)cc3)CC2)CC1 | -0.4 | -2.7 | -2.4 | -14.9 | / | -6.8 | 0.2 | 0.2 | -5.9 |

Exported with two lines to a compound: 12 of the compounds above.
Values in the order: TNF necrop inh, Thrombin inh, Rad51 HR inh, KLK5 inh, Cl transport mod, FXIa inh 1536, L929 necroptosis, Hck Nef HTS, FXIIa inh
11. COc1ccc(C(=O)Nc2nc3ccccc3s2)cc1OC
→ 4.8, -8.0, -40.9, -5.1, -0.0564, 0.7, 2.0, 29.3, 11.5
12. CC1(C)Cc2c(c(-c3ccccc3)nc(N3CCCC3)c2C(N)=O)CO1
→ 1.6, 10.3, 1.2, 3.4, 1.04, 1.2, 7.2, -1.5, 13.9
13. Cc1ccc(OCC(=O)N/N=C/c2ccco2)cc1
→ 0.1, -4.1, 3.3, 1.4, 0.0986, 0.2, -0.6, -0.3, 7.0
14. O=C(c1ccccc1)c1cc(Cl)ccc1N1C(=O)C=CC1=O
→ -0.9, -4.9, 5.1, 0.2, -1.67, 4.8, -0.3, -7.0, 5.7
15. O=C(O)CC(NC(=O)C(F)(F)F)c1ccc2c(c1)OCO2 (stereo not drawn)
→ 0.2, 6.5, 0.8, -8.6, -0.92, -3.9, 0.8, 2.1, 3.0
16. CNC(=O)/C(C#N)=C/c1c(N(Cc2ccccc2)Cc2ccccc2)nc2c(C)cccn2c1=O
→ -4.3, 24.6, 0.8, 49.5*, -1.22, 9.6, -0.4, -0.8, 24.3
17. O=C1Nc2ccc(Cl)cc2C12Nc1ccccc1-c1nnc(SCc3ccccc3F)nc1O2 (stereo not drawn)
→ -6.5, 3.6, -21.0, -3.9, -1.61, 8.7, 0.3, -0.9, 12.7
18. COC(=O)/C=C1\S/C(=N\N=C\CC(=O)OC)NC1=O
→ 1.7, -4.1, -13.8, 1.8, 0.353, 1.4, 0.9, 0.2, 4.5
19. O=c1oc2ccccc2c(Nc2ccccc2)c1CN1CCCCC1
→ 5.2, -1.5, -0.6, 3.9, -0.0816, 1.4, -0.5, 21.7, 3.4
20. CCOc1ccc2c(c1)nc(SCC(=O)c1cccs1)n2C
→ -1.0, 3.7, /, -16.1, -0.598, 2.0, -0.2, 0.8, 8.9
21. CCOC(=O)N1CCN(C(=O)Nc2ccc3nc(-c4ccccn4)c(-c4ccccn4)nc3c2)CC1
→ 0.1, -3.0, 6.2, -36.8, 0.0448, -8.9, 1.8, -11.0, -0.3
22. COc1cccc(CNc2ccc3c(c2)CCC3)c1
→ -1.5, -4.3, -6.1, -0.1, -0.926, -4.3, 0.6, 0.6, 10.4

The list goes on.
| entry | canonical_smiles | TNF necrop inh | Thrombin inh | Rad51 HR inh | KLK5 inh | Cl transport mod | FXIa inh 1536 | L929 necroptosis | Hck Nef HTS | FXIIa inh |
| --- | --- | --- | --- | --- | --- | --- | --- | --- | --- | --- |
| 25 | Cc1ccc(Cl)c(OCC(=O)NN2CCN(C)CC2)c1 | -0.7 | -0.3 | / | 0.5 | 0.242 | -0.3 | 0.0 | 30.9 | 5.3 |
| 26 | Oc1ccc(Br)cc1/C=N/N1CCN(Cc2cccc3ccccc23)CC1 | 2.8 | -2.4 | -4.0 | 3.1 | 1.91 | -2.3 | 1.1 | 14.2 | 4.2 |
| 27 | CN(c1ccc(O)cc1)c1nc(-c2ccccc2)cs1 | 1.2 | -3.8 | -4.0 | -19.7 | -1.71 | -1.6 | 2.4 | -0.1 | 9.1 |
| 28 | CCOC(=O)CSc1ncnc2c1c(-c1ccccc1)cn2-c1ccc(OC)cc1 | -0.9 | -8.8 | -2.8 | -4.1 | 0.478 | -2.1 | 0.8 | 0.5 | 2.7 |
| 29 | O=C(CSc1nnc(-c2c[nH]c3ccccc23)n1-c1ccc(F)cc1)NCc1ccco1 | -0.2 | -1.4 | 0.3 | -3.8 | -0.399 | 0.2 | -0.5 | 6.4 | 8.1 |

These rows are one share of the data; count on the stated rates, not on these rows.
